Nrf2 block: inhibitors of Nrf2 signaling; A549 ARE-Fluc reporter, luciferase luminescence, 18-24 h; Potency, µM (highest dose often 46 µM), without a hit: at the top dose activity change, negative = inhibition, hits mostly inhibitors; 360,000 compounds, 2.1% hits; also: potency is read from the fitted curve at half-maximal effect; % is scaled to controls: 0 for no effect and ±100 for the full control effect; nearly all actives have a fitted effect of over 60% in size
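In this cell-based qHTS, ARE-driven firefly luciferase in A549 cells reports Nrf2 activity; the luminescent signal after BugLite lysis is the measured value, with a prior CellTiter-Fluor read for cell health.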
A549 viability: counter-screen for Nrf2 inhibitors: cytotoxicity in A549 cells; Potency, µM (doses to about 46 µM), for the others: at the top dose activity change, negative = cytotoxicity, usual class: inhibitors; 390,000 compounds, 0.16% hits; AID 504648; A549 ARE-Fluc cells, CellTiter-Fluor viability, 18-24 h; also: potency is read from the fitted curve at half-maximal effect; % is scaled to controls: 0 for no effect and ±100 for the full control effect
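Cytotoxicity counterscreen: CellTiter-Fluor fluorescence was measured in A549 ARE_Fluc cells after 18-24 h of compound exposure in a concentration series. The subsequent BugLite luminescent read reports ARE-luciferase activity.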
EPAC2 ag: EPAC2 (human) agonism. EPAC2 activation, biochemical qHTS; response scale: 100% = 6.5 mM cAMP response. Potency, µM (series often up to 154 µM), for the others: top-dose activation, hits mostly activators. Q8WZA2. 360,000 compounds, 0.079% hits; also: potency is read from the fitted curve at half-maximal effect; nearly all actives have a fitted effect of over 50% in size
Target sequence (Q8WZA2 whole entry, looked up): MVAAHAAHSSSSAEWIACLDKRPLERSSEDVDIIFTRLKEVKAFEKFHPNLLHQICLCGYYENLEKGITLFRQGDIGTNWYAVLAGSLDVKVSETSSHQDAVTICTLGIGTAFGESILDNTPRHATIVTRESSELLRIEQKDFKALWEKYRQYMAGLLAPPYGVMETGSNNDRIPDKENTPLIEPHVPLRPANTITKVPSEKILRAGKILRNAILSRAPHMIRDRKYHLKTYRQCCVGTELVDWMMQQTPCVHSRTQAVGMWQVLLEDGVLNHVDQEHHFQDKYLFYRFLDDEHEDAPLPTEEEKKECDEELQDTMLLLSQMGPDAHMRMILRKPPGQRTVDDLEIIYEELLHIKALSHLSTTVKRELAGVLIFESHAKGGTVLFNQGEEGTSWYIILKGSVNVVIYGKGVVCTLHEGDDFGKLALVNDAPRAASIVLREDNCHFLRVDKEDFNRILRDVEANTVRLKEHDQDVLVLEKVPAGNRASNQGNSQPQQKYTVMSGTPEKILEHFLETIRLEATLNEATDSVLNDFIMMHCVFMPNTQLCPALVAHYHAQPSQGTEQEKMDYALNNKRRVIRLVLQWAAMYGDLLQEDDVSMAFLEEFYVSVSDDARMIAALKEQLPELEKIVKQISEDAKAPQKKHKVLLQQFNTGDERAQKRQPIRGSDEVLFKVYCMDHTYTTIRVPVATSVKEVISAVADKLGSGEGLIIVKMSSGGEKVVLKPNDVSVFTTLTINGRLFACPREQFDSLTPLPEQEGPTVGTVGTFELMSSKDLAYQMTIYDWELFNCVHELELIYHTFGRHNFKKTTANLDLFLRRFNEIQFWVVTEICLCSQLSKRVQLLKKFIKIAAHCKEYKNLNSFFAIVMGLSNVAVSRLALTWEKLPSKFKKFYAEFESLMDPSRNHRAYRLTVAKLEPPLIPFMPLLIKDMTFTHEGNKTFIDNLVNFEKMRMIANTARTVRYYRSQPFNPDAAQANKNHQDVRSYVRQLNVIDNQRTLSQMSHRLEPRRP
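In this primary screen, activation is scored as increased exchange of BODIPY-GDP from Rap1B by 100 nM EPAC2, with 50 uM GDP as competitor. Signal is normalized to the 6.5 mM cAMP agonist control.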
Nrf2 ARE act: activators of Nrf2 (ARE) signaling | AID 624171 | Potency, µM (titrated, usually from 46.1 µM), for the others: top-dose activation, actives largely listed as activators | 410,000 compounds, 0.31% hits | AREc32 ARE-luciferase reporter (MCF7-derived line), luminescence, 24 h; also: potency is read from the fitted curve at half-maximal effect; % of control where 0% means no effect; nearly all actives have a fitted effect of over 65% in size
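AREc32 cells carrying an ARE-driven firefly luciferase, 1000 cells/well in OPTI-MEM with 5% FBS, dosed after overnight attachment and incubated 24 hr at 37 deg C. Steady-Glo luminescence read after 30 min at RT.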
pAkt inh: blocks phosphorylation of Akt. AID 651550. 360,000 compounds, 0.32% hits. activity change, % for hits at 50 µM. Neuro2A IGF-stimulated pAkt S473 HTRF, 20 min; active compounds read low; in the data active = activity change below about -80%; inconclusive = mostly about -51% to -80%; also: % is scaled to controls: 0 for no effect and ±100 for the full control effect
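Single-point screen (50 µM final compound) in Neuro2A cells stimulated 20 min with 6 nM IGF at 37 deg C. After lysis, Ser473-phosphorylated Akt read by HTRF (ex 330 nm, em 615/665 nm) as the 665/615 ratio.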
CCT modulator: cytosolic chaperonin activity modulation; purified chaperonin ATPase assay, HTRF ADP detection, 30 min; 360,000 compounds, 0.3% hits; activity change, % (test concentration not listed), hits read low; AID 651819; in the data active = activity change below about -30%; also: % is scaled to controls: 0 for no effect and ±100 for the full control effect
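TRiC (40 or 20 nM final, by batch activity) in 30 mM Tris pH 7.4, 100 mM KCl, 5 mM MgCl2, 1 mM DTT was treated with compound at 76 uM single dose, then 10 uM ATP, 30 min at 37 °C. ADP was read by HTRF Transcreener.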
EPAC2 antagonist: blocks human EPAC2 exchange factor; Q8WZA2; EPAC2 GEF exchange of Rap1B-BODIPY-GDP, fluorescence; Potency, µM (titrated, usually from 114 µM), for the others: at the top dose activity, negative = inhibition, usual class: inhibitors; 360,000 compounds, 0.18% hits; also: potency is read from the fitted curve at half-maximal effect; % is scaled to controls: 0 for no effect and ±100 for the full control effect; nearly all actives have a fitted effect of over 45% in size; many of its hits are not listed in these tables
Mm-Cpn inhibitor: M. maripaludis TRiC chaperonin inhibition. purified Mm-Cpn ATPase, ADP Transcreener TR-FRET. 330,000 compounds, 0.031% hits. Potency, µM (top dose mostly 76.9 µM), without a hit: at the top dose activity, negative = inhibition, actives largely listed as inhibitors; also: potency is read from the fitted curve at half-maximal effect; % is scaled to controls: 0 for no effect and ±100 for the full control effect; nearly all actives have a fitted effect of over 80% in size
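Purified archaeal chaperonin (25 nM final) was preincubated with compound for 10 min at 37°C, then ATP (10 uM final) was added for 30 min at 37°C in Tris pH 7.4/KCl/MgCl2/DTT buffer. ADP was quantified by HTRF Transcreener TR-FRET.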
TGFb SMAD3 inh: inhibitors of TGF-b signaling; 410,000 compounds, 1.2% hits; HepG2 CAGA-GFP TGF-b/SMAD3 reporter, GFP fluorescence, 18 h; TGF-beta stimulated, 500 pg/mL final; AID 588855; Potency, µM (doses to about 46.1 µM), inactives show top-dose activity, negative = inhibition, hits mostly inhibitors; also: potency is read from the fitted curve at half-maximal effect; % is scaled to controls: 0 for no effect and ±100 for the full control effect; nearly all actives have a fitted effect of over 65% in size
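Read-out: total well GFP (ex488/em500-530) summed from mean per-cell fluorescence. Cells: HEPG2 CAGA-GFP, 1% FBS DMEM, 18 h at 37 degrees C with 500 pg/mL final TGF-beta. Unstimulated wells served as the full-inhibition control; stimulated DMSO wells = 0%.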
The depositor's hits bear a star; i = inactive; ? = inconclusive; · = no result given; & = joins results of further samples; [ ] = dose if it differs, or a comment. Unless noted, calls follow the shape of the dose curve; as a rule, active = well fitted curve in the direction sought with a large enough effect; inconclusive = small, poorly fitted or top-dose-only effect, or another doubt; inactive = no such curve, though single readings can be large; an effect the other way counts as inactive or inconclusive. An excerpt, so the mix of outcomes need not match the whole.

SMILES	Nrf2 block	A549 viability	EPAC2 ag	Nrf2 ARE act	pAkt inh	CCT modulator	EPAC2 antagonist	Mm-Cpn inhibitor	TGFb SMAD3 inh
O=c1n(Cc2ccccc2Cl)c2sc3c(c2c2ncnn12)CCCC3	·	3%	10%	2.6%	i	-2.1	-3%	-16%	16%
CCOc1ccc(N(CC(=O)O)S(=O)(=O)c2ccc(OC)c(OC)c2)cc1	1%	-8%	8%	-0.1%	i	-4.9	-3%	1%	-14%
Cc1[nH]c(C(=O)O)c(C)c1C(=O)OC(C)C	-3%	-3%	0%	-0.6%	i	-1.8	-2%	-1%	6%
O=C(COC(=O)c1ccccc1C(F)(F)F)NC(=O)NCc1ccco1	0%	0%	-9%	7.3%	i	-3.8	-3%	-2%	-11%
COc1cccc(CNCCOCCO)c1OC	-13%	-4%	5%	-0.5%	i	-1.3	-4%	0%	-6%
Cc1ccc(NC(=O)Cn2cnc3c(oc4nc5c(cc43)COC(C)(C)C5)c2=O)cc1	?	5%	-8%	-0.9%[9.22 µM]	i	2.4	25%	-12%	-22%
Cc1cccc(C(=O)Oc2ccccc2/C=N/Nc2ccc([N+](=O)[O-])cc2)c1	-8%	-21%	3%	-0.1%	i	-3.0	20%	0%	4%
O=c1[nH]c2ccccc2n1CCCOc1ccccc1	-26%	14%	9%	-0.4%	i	0.3	10%	0%	-7%
Cc1cnc(C(=O)OCC(=O)N2CC(C)CC(C)C2)cn1 (stereo not given)	11%	0%	3%	-0.1%	i	-0.1	4%	-1%	12%
CC(=O)c1cccc(NC(=O)C2=CC(c3ccco3)=NS(=O)(=O)N2C)c1	-17%&6%	-2%&8%	-6%	1.6%&5.3%	i	1.0	-1%	0%	?
COc1ccccc1NC(=S)N(CCN(C)C)C(C)c1ccncc1 (stereo not given)	19%	5%	2%	-0.1%	i	2.3	9%	-2%	-4%
Cc1nn(CC(=O)N2c3ccccc3NC(=O)C2(C)C)c(C)c1[N+](=O)[O-]	14%	-9%	-3%	?	i	1.0	-10%	-3%	?
Cc1ccc(N2C(=S)SC3CS(=O)(=O)CC32)cc1 (stereo not given)	-1%	1%	9%	-0.2%	i	0.1	15%	-3%	-7%
CCC(NC(=O)COC(=O)C1CC2CCCC(C1)C2=O)c1ccc(Br)cc1 (stereo not given)	7%	-1%	10%	0.2%	i	-6.0	16%	0%	11%
Cc1ccc(NC(=O)N2CCC(=O)N2)cc1	12%	3%	9%	3.2%	i	-0.8	16%	0%	?

Following part
SMILES	Nrf2 block	A549 viability	EPAC2 ag	Nrf2 ARE act	pAkt inh	CCT modulator	EPAC2 antagonist	Mm-Cpn inhibitor	TGFb SMAD3 inh
C/C(CC(=O)Nc1ccccn1)=N\NC(=O)c1ccccc1O	-29%	-8%	24%	-0.7%	i	-2.9	-6%	0%	-24%
O=C(O)C(Cc1ccccc1)N=C(NS(=O)(=O)c1ccccc1)c1ccccc1 (stereo not given)	-22%	4%	1%	-0.5%	i	-1.2	-1%	0%	14%
CCOC(=O)N1CCN(C(=O)CS(=O)Cc2nc(-c3cccc(C)c3)oc2C)CC1 (stereo not given)	-14%	8%	18%	3.3%	i	-3.4	-5%	-1%	-13%
O=C(CSc1nnc(-c2c[nH]c3ccccc23)n1CC1CCCO1)Nc1ccc2c(c1)OCCO2 (stereo not given)	-19%	-22%	7%	3.8%	i	-3.9	-5%	2%	-3%
Cc1ccsc1C(=O)N1CCN(S(=O)(=O)c2cccs2)CC1	1%	-3%	14%	0.0%	i	1.7	24%	1%	11%
COc1ccc(-c2cn3c(n2)sc2cc(C(=O)N4CCCCC4)ccc23)cc1	-13%	9%	·	3.4%	·	·	·	·	-30%
C#CCn1cc2c(c1-c1ccccc1)c(=O)n(C)c(=O)n2C	·	·	5%	-0.3%	i	0.5	-21%	·	2%
O=C(O)C1CCN(Cc2cccnc2)CC1	-3%	-5%	4%	-0.6%	i	0.6	2%	2%	7%
C/C(=N\Nc1ccccn1)c1cccs1	?	4%	-2%	?	i	1.8	-17%	1%	8%
O=C(CSc1nnc(CCCN2C(=O)c3cccc4cccc(c34)C2=O)n1-c1ccccc1)NCCCO	-4%	1%	-2%	0.2%	i	-4.0	-2%	2%	0%
Cn1c(Cc2ccccc2)nnc1SCCC(=O)Nc1ccccc1	·	-5%	8%	-0.6%	i	-2.1	3%	·	17%
c1ccc(-n2c(-c3ccncc3)nnc2N2CCOCC2)cc1	10%	2%[1.84 µM]	-6%	0.1%	i	0.5	8%	0%	-20%
OCCNCc1cccc2ccccc12	-2%	6%	1%	-0.1%	i	0.6	1%	1%	2%
Brc1ccc(C2=NC(Cc3ccccc3)CO2)cc1 (stereo not given)	?	0%	12%	4.4%	i	-0.3	-17%	-3%	-11%
CN1CCN(C(c2ccccn2)c2cc(Cl)c3cccnc3c2O)CC1 (stereo not given)	-7%	1%	8%	-0.5%	i	-2.6	-5%	-4%	?

3 entries already listed, sorted by length of the SMILES, smallest number first.
SMILES	Nrf2 block	A549 viability	EPAC2 ag	Nrf2 ARE act	pAkt inh	CCT modulator	EPAC2 antagonist	Mm-Cpn inhibitor	TGFb SMAD3 inh
Cn1c(Cc2ccccc2)nnc1SCCC(=O)Nc1ccccc1	·	-5%	8%	-0.6%	i	-2.1	3%	·	17%
c1ccc(-n2c(-c3ccncc3)nnc2N2CCOCC2)cc1	10%	2%[1.84 µM]	-6%	0.1%	i	0.5	8%	0%	-20%
CN1CCN(C(c2ccccn2)c2cc(Cl)c3cccnc3c2O)CC1 (stereo not given)	-7%	1%	8%	-0.5%	i	-2.6	-5%	-4%	?

Next section:
SMILES	Nrf2 block	A549 viability	EPAC2 ag	Nrf2 ARE act	pAkt inh	CCT modulator	EPAC2 antagonist	Mm-Cpn inhibitor	TGFb SMAD3 inh
O=C(NCCC1=CCCCC1)c1ccc(-n2cncn2)c([N+](=O)[O-])c1	3%	-1%	18%	0.3%	i	0.2	13%	-14%	-2%
COCCCNC(=O)/C(C#N)=C1\N=C(NC(=O)c2cccs2)c2ccccc21	3%	-6%	7%	0.0%	i	-0.7	2%	1%	-5%
O=C(CSc1nc(-c2ccccc2)cs1)Nc1cccc([N+](=O)[O-])c1	?	-1%	11%	5.2%	i	-2.4	-1%	-3%	?
CCOC(=O)C1Nc2ccc(C(=O)O)cc2C2C=CCC12 (stereo not given)	1%	-13%	9%	-0.2%	i	-3.3	1%	0%	1%
CCN(CC)C(=O)C(=O)Nc1ccc(OCc2ccccc2)cc1	?	0%	5%	-0.4%	i	0.8	4%	0%	26%
Cc1ccsc1/C=N/NC(=O)c1nnn(-c2nonc2N)c1C(C)C	12%	0%	12%	0.8%	·	0.5	-11%	4%	10%
COc1ccccc1CC(=O)N1CCOCC1	-9%	-6%	9%	0.2%	i	-2.2	16%	-1%	1%
CCOC(=O)C(NCc1ccco1)(NC(=O)c1ccc(OC)cc1)C(F)(F)F (stereo not given)	·	-4%	0%	4.4%	i	-3.1	8%	1%	5%
COc1ccc(NC(=O)C2c3ccccc3OCC(=O)N2CCc2ccccc2)cc1 (stereo not given)	·	·	1%	11%	i	-13	-2%	·	·
CSc1nc2ccc(NC(=O)c3ccc(=O)[nH]c3)cc2s1	-13%	6%	4%	?	i	-2.0	-3%	-1%	5%
CC(C)(C)c1ccc(C(=O)NCC(=O)NCc2ccccn2)cc1	12%	-2%	8%	-0.3%	i	-1.3	-5%	3%	11%
CC(C)COC(=O)N(C)C[C@@H]1OCc2cnnn2CCCC(=O)N([C@@H](C)CO)C[C@H]1C	·	·	-5%	1.9%	i	0.3	-4%	·	2%
CCCCN1CC(C)(C)[C@H](CC(=O)NC)C1=O	·	·	8%	-0.9%	i	-2.3	6%	·	-1%
Cc1ccc(NC(=S)/C(C#N)=C2/Nc3ccccc3S2)cc1	·	·	-5%	-5.0%	i	-3.1	20µM*	·	20µM*
Cc1ccc(CNC(=O)COC(=O)c2cc3c(s2)CCC(C)C3)cc1 (stereo not given)	12%	3%	-24%	-0.8%[9.22 µM]	i	2.2	14%	3%	-21%

Going on with the list.
SMILES	Nrf2 block	A549 viability	EPAC2 ag	Nrf2 ARE act	pAkt inh	CCT modulator	EPAC2 antagonist	Mm-Cpn inhibitor	TGFb SMAD3 inh
CC(C)C(=O)Nc1ccc(C(=O)CSc2nnc(C3CC3)n2C2CC2)cc1	-10%	9%	10%	0.2%	i	-2.6	-2%	-3%	-25%
CCN(CC(=O)Nc1ccccc1C(F)(F)F)C(=O)C1CC(=O)N(Cc2ccccc2)C1 (stereo not given)	-12%	3%	4%	-0.4%	i	-3.2	1%	-3%	?
CC(NC(=O)CSc1nc(=O)cc(N)n1CCc1ccccc1)c1ccccc1 (stereo not given)	-1%	-2%	0%	-0.4%	i	0.6	18%	-3%	-13%
O=C(COc1ccccc1F)c1ccc(O)cc1O	-8%	-4%	6%	1.8%	i	0.9	-14%[57.1 µM]	1%	2%
CC1CCCN(C(=O)CNC(=O)c2cccs2)C1 (stereo not given)	19%	-4%	7%	0.0%	i	0.1	2%	-4%	1%
Cc1c(C)n(CCC#N)c2ccccc12	-8%	-4%	6%	0.3%	i	-3.2	-2%	1%	1%
Cc1ccc2c(c1)Oc1ccccc1C=C2C(=O)O	-4%	-8%	?	-0.1%	i	0.5	-11%	-1%	0%
C=CCc1ccccc1OCC(O)CNC(=O)c1ccccc1C(=O)O (stereo not given)	3%	-4%	-1%	0.3%	i	-0.2	-11%	?	-10%
O=C1CC(N2CCN(c3ccc(F)cc3)CC2)C(=O)N1Cc1ccc(N2CCCC2=O)cc1 (stereo not given)	?	-14%	6%	-0.1%	i	1.6	3%	-2%	?

Assay outcomes deposited in PubChem by National Center for Advancing Translational Sciences (NCATS).
